High-throughput results deposited in PubChem by several laboratories.
CTSL1 counter: Fasciola hepatica cathepsin L1 inhibitors, primary screen, counter-screen for PFM18AAP inhibitor project, biochemical, QFRET, fluorogenic peptide substrate; hit rate 0.49% among 300,000; inhibition, % at 5.96 µM; recombinant F. hepatica cathepsin L1, Z-Leu-Arg-MCA fluorescence;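 active means inhibition above the mean of all tested compounds plus 3 SD, set per screening campaign, cut at about 17% in these data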;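 further: 0% = plate median of test compound wells and 100% = 1 µM Z-Phe-Ala-diazomethylketone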
VLA-4 inh: inhibition in human VLA-4 binding assay, primary screen, VLA-4 allosteric modulator project, MLPCN library, flow cytometry, VLA-4 expressing cells; Integrin alpha-4 (Homo sapiens), P13612; ligand binding flow cytometry; inhibition, % (about 7 µM as worked out from the volumes in the protocol); hit rate 0.2% among 330,000; AID 2557, 2010; in the data active means inhibition above about 50%
GASC-1 inh: inhibitors of GASC-1 histone demethylase, primary screen, biochemical, fluorescence, DELFIA europium | Lysine-specific demethylase 4C (Homo sapiens), Q9H3R0 | GST-JMJD2C(1-420) H3K9me3 demethylation | inhibition, % at 2.35 µM | hit rate 0.069% among 330,000;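 active means more than half of a compound's replicate wells show inhibition beyond 50%, single wells judged on their own value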;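 further: signal counts dimethyl H3K9 product captured on neutravidin plate; 0% = median of DMSO wells and 100% = 0.3 times that DMSO median; strong numbers were not always called active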
Target sequence (Q9H3R0 1-420 limits assumed): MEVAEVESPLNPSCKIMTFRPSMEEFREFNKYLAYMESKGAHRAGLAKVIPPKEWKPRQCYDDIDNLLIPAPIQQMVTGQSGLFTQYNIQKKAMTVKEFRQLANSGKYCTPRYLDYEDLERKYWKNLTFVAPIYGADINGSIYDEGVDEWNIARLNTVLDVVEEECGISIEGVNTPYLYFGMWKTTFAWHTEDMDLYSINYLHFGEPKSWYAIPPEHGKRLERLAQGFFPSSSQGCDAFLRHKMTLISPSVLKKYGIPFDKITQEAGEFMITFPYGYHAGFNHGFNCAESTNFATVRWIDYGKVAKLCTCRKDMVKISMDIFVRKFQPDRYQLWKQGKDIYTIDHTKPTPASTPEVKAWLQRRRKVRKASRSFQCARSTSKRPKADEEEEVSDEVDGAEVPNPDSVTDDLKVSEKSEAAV
PP5 primary: PP5 phosphatase inhibitors, primary screen, biochemical, fluorescence; purified PP5c, OMFP substrate fluorescence; inhibition, % at 6.7 µM; hit rate 0.18% among 320,000; AID 1987, 2009;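 active means inhibition above the campaign's mean inhibition across all tested compounds plus 3 SD, cut at about 9.5% in these data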;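 further: 0% = DMSO only and 100% = 100 µM cantharidin control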
Target sequence (P53041 whole entry, looked up): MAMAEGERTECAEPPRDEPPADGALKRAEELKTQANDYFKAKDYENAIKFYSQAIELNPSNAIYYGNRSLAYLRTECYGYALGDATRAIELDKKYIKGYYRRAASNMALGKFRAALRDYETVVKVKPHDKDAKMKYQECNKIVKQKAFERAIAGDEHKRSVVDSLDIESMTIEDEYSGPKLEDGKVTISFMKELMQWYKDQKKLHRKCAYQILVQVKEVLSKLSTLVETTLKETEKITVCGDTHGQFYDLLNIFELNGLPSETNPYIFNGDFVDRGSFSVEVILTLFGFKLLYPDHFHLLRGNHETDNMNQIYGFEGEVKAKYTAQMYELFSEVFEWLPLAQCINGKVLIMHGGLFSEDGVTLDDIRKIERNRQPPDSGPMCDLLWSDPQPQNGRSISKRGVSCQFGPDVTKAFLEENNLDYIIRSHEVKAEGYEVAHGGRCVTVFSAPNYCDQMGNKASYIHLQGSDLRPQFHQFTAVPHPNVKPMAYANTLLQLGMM
procasp3 activ: activators of human procaspase-3 D3A mutant, primary screen, biochemical, absorbance, PC-3 D3A mutant, single concentration; hit rate 0.11% among 330,000; activation, % at 8.5 µM; AID 463141, 2010; recombinant procaspase-3 D3A, Ac-DEVD-pNA absorbance 405 nm; Caspase-3 (Homo sapiens), P42574;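 active means activation above the mean of all tested compounds plus 3 SD, cut at about 21% in these data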;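 further: 0% = DMSO alone and 100% = DMSO wells spiked with extra 5 µM PC-3 D3A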
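Test system: Procaspase-3 D3A mutant; medium: Zinc-free HEPES/NaCl buffer with 0.01% Triton X-100 at pH 7.4; reagent: DEVD-pNA substrate; doses: one concentration, 8.5 µM nominal, 0.8% DMSO; times: 1 h preincubation plus 2 h reaction at 25 °C; signal: Epi-absorbance at 405 nm of released p-nitroaniline, 0 and 120 min; replicates: singlicate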
GRK2 aptamer HTS: compounds blocking aptamer binding on GRK2 – biochemical, human GRK2, bead flow cytometry, HTS, primary screen. FAM-aptamer displacement from GRK2. inhibition of aptamer binding, % at 10 µM. hit rate 0.59% among 330,000. AID 488847, 2010;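 active means inhibition of aptamer binding above 40%, roughly 3 SD of noise, on plates passing a quality check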;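 further: median bead fluorescence of bound FAM aptamer so fluorescent compounds give negative values; no value below 0 was filed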
procasp7 counter: procaspase-7 activators, primary screen, counter-screen for procaspase-3 activator project, biochemical, absorbance, HTS, human; recombinant procaspase-7, Ac-DEVD-pNA absorbance 405 nm; D23A/D198A/D206A triple mutant, cannot self-cleave; scale: DMSO 0, 5 µM enzyme 100; activation, % at 8.5 µM; hit rate 0.093% among 330,000; AID 463210, 2010;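 active means percent activation above the screen-wide mean plus 3 SD, cut at about 25% in these data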
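Detection: p-Nitroaniline absorbance at 405 nm, read at 0 and 120 min; system: Uncleavable procaspase-7 mutant enzyme; evaluation: % activation from two-timepoint absorbance difference, scaled to controls; times: 1 h enzyme–compound preincubation and 2 h substrate reaction, both 25 °C; buffer or medium: Zinc-free HEPES pH 7.4 with 300 mM NaCl, 0.01% Triton X-100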
PP1 counter: PP1-alpha phosphatase inhibitors, primary screen, counter-screen for PP5 inhibitor project, biochemical, fluorescence, OMFP substrate, single point; hit rate 0.9% among 320,000; inhibition, % at 6.7 µM; purified PP1alpha; AID 2235, 2010;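 active means inhibition above the mean inhibition of all tested compounds plus 3 SD, computed separately for each screening campaign, cut at about 15% in these data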
core dimer inh: inhibitors of HCV core protein dimerization, primary screen, biochemical, TR-FRET, high-throughput. TR-FRET GST/Flag-core106 dimerization, 1536-well. inhibition, % at 5 µM. hit rate 0.33% among 300,000. AID 1899, 2009;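 active means inhibition above the mean of all tested compounds plus 3 SD, set per screening campaign, cut at about 45% in these data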
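test system = GST/Flag-tagged HCV core106 proteins | probe or stimulus = Eu donor and XL665 acceptor anti-tag antibodies | times = compound-protein-antibody incubation 4 h at 22.5 °C | signal = TR-FRET, excitation 340 nm, emission 617 and 671 nm | measure = percent inhibition of core106 dimerization signal | controls = wells lacking GST-core106 and wells with excess unlabelled core106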
The depositor's hits bear a star; . = not tested or not shown; & = joins results of further samples.

SMILES	CTSL1 counter	VLA-4 inh	GASC-1 inh	PP5 primary	procasp3 activ	GRK2 aptamer HTS	procasp7 counter	PP1 counter	core dimer inh
CCOC(=O)c1cnc(/N=C/N(C)C)s1	3	5	-5	0.7	-2	0	-2	-4	-2
CCCCNCCOCCOc1ccc(C)cc1[N+](=O)[O-]	-1	34	-26	1.1	2	1	-1	-3	-2
CCC(=O)N1c2ccc(S(=O)(=O)CCC(=O)NCc3ccc4c(c3)OCO4)cc2CC1C (centres undefined)	10	9	-2	0.0	1	1	0	-2	4
CN(Cc1cc(=O)n2ccsc2n1)Cc1nc2ccccc2c(=O)[nH]1	-3	-4	18	-0.3	-4	0	-7	0	-6
Cc1ccc(COc2ccc(C)nc2[N+](=O)[O-])cc1	10	-3	-1	-1.2	-5	0	-6	10	-5
COc1ccc(-c2c3c(=O)n(C)c(=O)n(C)c3cn2Cc2ccccn2)cc1	3	-8	1	-2.3	-3	0	-1	-5	-1
CC1(C)C2CC[C@]3(C)C(CC=C4[C@@H]5C[C@@](C)(CO)CC[C@]5(C(=O)O)CC[C@]43C)[C@@]2(C)CC[C@@H]1O (some centres undefined)	1	0	43	1.4	17	3	-4	-1	0
Nc1nc(SCC(=O)NCc2ccccc2)n[nH]1	6	8	5	1.0	-2	0	1	-2	-5
O=C(Nc1cccn2ncnc12)c1cccc(C(F)(F)F)c1	2	1	-13	-0.3	6	0	2	0	1
O=C(c1ccc(S(=O)(=O)N2CCCC2)cc1)N1CCN(c2ccccc2F)CC1	3	-24	5	-0.5	3	4	-3	-1	-13
COc1cc(OC)c(N(C)S(=O)(=O)c2cccc(C(=O)Nc3nnc(C4CC4)s3)c2)cc1Cl	5	-18	-1	-1.9	-1	0	5	-5	16
CCOC(=O)N1CCN(C(=O)c2cc3ccccc3o2)CC1	-4	3	2	0.6	3	2	5	0	6
C=CCn1c(SCC(=O)NCc2ccc3c(c2)OCO3)nnc1C1COc2ccccc2O1 (centres undefined)	2	46	7	1.5	0	2	14	-6	-7
Cc1ccc(C(=O)CC(SCC(=O)O)c2ccc([N+](=O)[O-])cc2)cc1 (centres undefined)	7	-8	-6	2.1	-6	4	5	-2	3
Cc1cc(Cl)ccc1OCC(=O)N1CCCN(C(=O)COc2ccc(Cl)cc2C)CC1	3	19	-1	6.6	-2	0	-4	-2	7
Cc1ccc(NS(=O)(=O)Cc2ccccc2)nc1	1	8	-5	0.6	-4	2	-4	-3	-2
CCOc1ccccc1C(=O)OCC(=O)NCCc1ccc(OC)cc1	.	-16	5	1.8	9	5	-9	1	.
COc1ccc(C(=O)CN2C(=O)COc3ccccc32)cc1	4	-2	-6	-0.3	4	2	3	0	-1
CC(C)C(=O)Nc1ccc(Nc2ccccc2)cc1	2	0	-12	-0.8	2	4	5	-7	-9
Cc1ccc(NC(=O)C2CCN(S(=O)(=O)c3ccc4c(c3)C(C)(C)C(=O)N4C)CC2)c(C)c1	-2	18	-11	3.4	3	0	3	-1	4
O=C1C=CN2CCOCC2C1 (centres undefined)	.	14	-11	.	-8	1	8	.	.
O=S(=O)(/N=C/c1ccccc1O)c1cccs1	-2	3	0	0.2	1	4	12	-4	-6
COC(=O)c1ccc(N2CCOCC2)c(NC(=O)Nc2cccc(OC)c2)c1	1	11	11	1.9	-1	0	-9	-1	-13
CC(C)N(C(=O)NC(=O)Nc1ccccn1)S(C)(=O)=O	0	25	8	0.8	-2	0	6	-1	7
NS(=O)(=O)c1ccc(CCNC(=O)CCNC(=O)c2ccco2)cc1	-3	10	6	0.0	-2	0	-2	-6	11
Cc1ccccc1C(=O)NC(=S)NCC1CCCO1 (centres undefined)	1	17	1	4.3	-7	0	-3	-2	-2
O=C(NCC1CCCO1)c1ccc(COc2ccc(F)cc2)o1 (centres undefined)	1	19	-7	-0.6	3	0	13	-1	-10
Cc1cc(C)cc(NC(=O)Nc2ccc(N3CCCCC3)cc2)c1	-4	9	-18	2.7	2	0	-14	10	0
COc1cc(C(=O)NCCOc2ccc(C)c(C)c2)cc(OC)c1OC	2	18	14	-0.5	-1	.	-5	-1	-3
CCCCN(CCCC)CC(O)Cn1c2ccccc2c(=O)c2ccccc21 (centres undefined)	5	12	26	-2.5	-7	6	-1	-1	1
c1ccc(-c2nnc(CN3CCN(C(c4ccccc4)c4ccccc4)CC3)o2)cc1	-1	2	-5	2.2	-1	0	-2	-4	-4
CCCCNC(=S)NNC(=O)c1csc(C)c1CC	2	16	-11	-0.3	-3	1	1	-2	-5
COCc1c(C(=O)NCC2COc3ccccc3O2)oc2ccccc12 (centres undefined)	.	-3	0	1.1	1	0	-7	-2	.
O=C(/C=C/c1ccccc1[N+](=O)[O-])NCC1CCCO1 (centres undefined)	2	-2	10	-2.6	4	0	0	-1	-4
Cc1cccc([N+](=O)[O-])c1NC(=O)COC(=O)c1nc2nccc(C)n2n1	.	-22	10	-0.1	-5	2	4	-4	.
CC(C)(C)c1cnnn1-c1ccc(NC(=O)c2ccc(Br)o2)cc1	3	6	-1	0.0	16	0	9	1	4
O=C(O)CC12C[C@H]3C[C@@H](C1)CC(n1ncc(N4CCN(c5ccccc5)CC4)c(Cl)c1=O)(C3)C2	4	0	3	-0.5	6	3	11	-3	7
COc1ccc(CC(=O)NC2CCSc3ccccc32)c(OC)c1 (centres undefined)	3	-4	-6	-0.5	1	2	-4	-2	9
COc1cc(C(=O)N2CCN(c3cc(Cl)ccc3Cl)CC2)cc(OC)c1OC	-4	9	4&9	4.1	0	0	-2	-8	-8
COc1ccc(Nc2nc(C(C)(C)C)nc3c2nnn3Cc2ccccc2Cl)cc1OC	5	-19	6	-5.1	-9	9	-3	-2	-3
Cc1noc(/C=C/N(C)C)c1S(=O)(=O)N1CCCC(C(=O)NCc2ccccc2Cl)C1 (centres undefined)	6	12	20	1.3	1	3	3	2	-3
O=C(NNC(=S)NC(=O)c1cccc([N+](=O)[O-])c1)c1ccc(O)cc1	-5	31	1	3.0	-17	2	-14	-4	4
Cn1nc(C(F)(F)F)c(C#N)c1N1CCN(c2ccccn2)CC1	-6	-2	-11	3.3	-3	2	1	-5	4
COc1ccc(S(=O)(=O)c2nnn(-c3ccccc3Cl)c2N)cc1	-3	3	5	3.0	13	0	-3	0	3
CC(C)C(=O)Nc1ccc(-c2nc3ccccc3c(=O)o2)cc1	0	-4	-24	-2.2	8	0	0	-2	-3

A run of entries from the list above, for reference:
SMILES	CTSL1 counter	VLA-4 inh	GASC-1 inh	PP5 primary	procasp3 activ	GRK2 aptamer HTS	procasp7 counter	PP1 counter	core dimer inh
c1ccc(-c2nnc(CN3CCN(C(c4ccccc4)c4ccccc4)CC3)o2)cc1	-1	2	-5	2.2	-1	0	-2	-4	-4
CCCCNC(=S)NNC(=O)c1csc(C)c1CC	2	16	-11	-0.3	-3	1	1	-2	-5
COCc1c(C(=O)NCC2COc3ccccc3O2)oc2ccccc12 (centres undefined)	.	-3	0	1.1	1	0	-7	-2	.

Back to the main list with the two entries that preceded the break.
SMILES	CTSL1 counter	VLA-4 inh	GASC-1 inh	PP5 primary	procasp3 activ	GRK2 aptamer HTS	procasp7 counter	PP1 counter	core dimer inh
COc1ccc(S(=O)(=O)c2nnn(-c3ccccc3Cl)c2N)cc1	-3	3	5	3.0	13	0	-3	0	3
CC(C)C(=O)Nc1ccc(-c2nc3ccccc3c(=O)o2)cc1	0	-4	-24	-2.2	8	0	0	-2	-3
CCOC(=O)c1c2n(c3ccc(OC(C)=O)cc13)CCC2	-28	-3	-2	0.7	0	7	1	-4	17
CCC(C)C(NC(C)=O)C(=O)NC(=O)NC(c1ccccc1)c1ccccc1 (centres undefined)	0	-5	4	2.5	-5	4	-8	-1	2
CCOC(=O)c1[nH]c2c(c1C)C(=O)CC(c1ccco1)C2 (centres undefined)	3	-5	-1	-1.8	-7	4	-14	0	44
CSc1cccc(NC(=O)c2ccco2)c1	-3	3	9	-0.7	-3	0	6	-5	0
CC1CCN(C(=O)Cn2cnc3c2c(=O)n(C)c(=O)n3C)c2ccccc2S1 (centres undefined)	0	3	-41	0.2	0	1	8	-3	7
NNC(=O)C1CC1c1ccc(Cl)cc1 (centres undefined)	0	-1	14	0.5	-3	0	3	-3	-8
CCC(=O)Nc1cccc(C(=O)OCC(=O)c2ccccc2Cl)c1	-4	0	-3	2.0	5	1	2	-4	-4
COc1ccc(S(=O)(=O)N(CC(C)C)CC(C)C)c2cccnc12	1	20	-5	3.4	2	0	10	4	-1
CCCCn1nc(C(=O)NCc2ccccc2CN2CCCC2)c2ccccc2c1=O	.	21	2	-1.9	-3	1	0	-4	.
CC(C)COC(=O)CCNc1n[nH]c(=O)[nH]c1=O	2	-7	8	-0.8	0	0	9	-3	1
O=C(Cc1ccc(Br)cc1)N1CCN(c2ccccn2)CC1	-3	8	11	0.8	3	.	0	-1	-5
COc1ccccc1C(c1nnnn1CCc1ccccc1)N1CCN(c2ccccc2)CC1 (centres undefined)	0	-11	-25&2	0.9	-3	0	-1	-1	-1
CNC(=S)N1N=C(c2ccc(Br)cc2)CC1c1ccc(N(C)C)cc1 (centres undefined)	6	-10	14	5.9	-11	0	-16	1	-45
COCCN(C(=O)/C=C/c1ccccc1)c1nnc(-c2cccnc2)s1	-1	7	-1	2.5	-4	0	0	-3	9
O=C(Nc1ccc(Cl)cc1)N1CCN(C(=O)C2CCCO2)CC1 (centres undefined)	-1	12	-1	2.7	5	1	12	-1	-7
O=C(CSc1nc(=O)n2cc(Cl)ccc2n1)NCCc1ccccc1	4	9	-20	-0.8	-4	0	-2	-4	3
CNC(=O)c1cc(C(=O)c2ccccc2C(F)(F)F)c[nH]1	3	3	-22	-1.0	3	1	-5	-2	1
CCOc1ccc(S(=O)(=O)Nc2nc3ccccc3nc2Cl)cc1	2	28	-6	0.6	-3	0	-3	2	3
CCOc1ccc(C(=S)N2CCOCC2)cc1OCC	-5	8	5	4.7	-10	5	-19	-2	2
CC(C)CCN(C(=O)CNC(=O)c1cccs1)C(C(=O)NC1CCCC1)c1ccncc1 (centres undefined)	3	-17	7	-2.9	-2	0	3	-3	-2
